# NSD2 HMT inh: NSD2 histone methyltransferase inhibitors, primary screen, biochemical, AlphaScreen, single concentration, set 2; Histone-lysine N-methyltransferase NSD2 (Homo sapiens), O96028; NSD2 peptide methylation, 120 min; inhibition, % at 12.5 µM; 310,000 tested, 0.54% active; AID 743445, 2014; in the data active = inhibition above about 50%
# DAGLB inhibitor: DAGLB lipase inhibitors, primary screen, biochemical, fluorescence, HTS | Diacylglycerol lipase-beta (Homo sapiens), Q8NCG7 | HEK293T DAGLB membrane lysate, EnzChek fluorogenic substrate | inhibition, % at 5.17 µM | 340,000 tested, 0.059% active; in the data active = inhibition above about 34%;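 note: 0% = enzyme with vehicle and 100% = wells lacking enzyme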
# PKA-R2B act: activators of PKA-R2B holoenzyme, primary screen, biochemical, fluorescence polarization, Cy5-IP20, human; cAMP-dependent protein kinase catalytic subunit beta (Homo sapiens) + cAMP-dependent …; PKA-R2B holoenzyme dissociation; R2B truncated from residue 108, S112A mutant; 0% DMSO only, 100% 113 µM cGMP; 340,000 tested, 0.079% active; activation, % at 11.4 µM;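 active = activation above a cutoff set at the mean over all compounds plus 3 SD, cut at about 18% in these data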;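 note: higher means more holoenzyme dissociation and a rise in polarization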
# Target sequence (P31323 whole entry, looked up, other chains not shown, the tested form may be a part): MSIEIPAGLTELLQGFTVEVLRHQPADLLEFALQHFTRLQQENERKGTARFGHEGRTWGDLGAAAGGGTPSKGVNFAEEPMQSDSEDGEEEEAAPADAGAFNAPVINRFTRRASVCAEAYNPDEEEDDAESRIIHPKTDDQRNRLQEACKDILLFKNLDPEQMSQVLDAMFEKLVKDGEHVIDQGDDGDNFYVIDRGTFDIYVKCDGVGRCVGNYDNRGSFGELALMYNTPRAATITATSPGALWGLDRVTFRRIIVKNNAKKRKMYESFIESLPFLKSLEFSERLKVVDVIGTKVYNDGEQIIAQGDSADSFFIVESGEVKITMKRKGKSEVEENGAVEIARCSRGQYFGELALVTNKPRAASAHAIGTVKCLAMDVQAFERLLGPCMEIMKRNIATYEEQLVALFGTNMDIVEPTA
# PvdQ inh: P. aeruginosa PvdQ acylase inhibitors, primary screen, biochemical, fluorescence, plate reader and imaging, single point. PvdQ acylase [Pseudomonas aeruginosa LESB58]. purified PvdQ acylase. inhibition, % at 10 µM. 340,000 tested, 0.063% active. AID 488965, 2010; in the data active = inhibition above about 30%, passing the limit was not always enough;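 note: 0% = vehicle neutral wells and 100% = reference inhibitor wells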
# Arrestin-AP2 inh: inhibitors of beta-arrestin/AP2 binding, primary screen, biochemical, GPCR trafficking, flow cytometry; 340,000 tested, 0.31% active; beta-arrestin 1 C-terminal peptide binding to AP2 beta2-adaptin appendage (human); AID 504490, 2011; FITC-arrestin peptide / GST-AP2 beads; AP2 beta2 appendage carries R879A mutation; inhibition, % at 10 µM;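 active = inhibition above a set limit, near 3 SD of compounds lacking own fluorescence, cut at about 54% in these data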;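 note: plate controls were DMSO wells for no effect and 5 µM unlabelled arrestin peptide for full effect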
#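 System: GST-AP2 R879A bound to glutathione beads, E. coli-expressed. Also added: 50 nM FITC-arrestin peptide. Schedule: compound with beads 12 min RT, then probe 1 h RT. Signal: bead flow cytometry, FITC channel. Read-out basis: percent response.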
# C-LANA FP: inhibitors of KSHV C-LANA binding to DNA, primary screen, biochemical, fluorescence polarization, FAM-LBS DNA, MBP-C-LANA, single point; inhibition, % at 9 µM; 340,000 tested, 0.078% active; AID 504423, 2011;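 active = highest replicate inhibition at or above 60% at 9 µM, even if other replicates fall short; inactive = all replicates below 60% inhibition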;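 note: 0% = neutral control wells and 100% = 4 µM acridine orange control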
# SR-BI uptake up: activators of SR-BI mediated DiI-HDL uptake, primary screen, ldlA[mSR-BI] CHO cells, DiI fluorescence; 3 h; 100 = double the neutral-control signal; activation, % at 12.5 µM; 320,000 tested, 0.096% active;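 active = mean replicate activation of at least 60% and every replicate at or above 60%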;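 note: 0% = median plate neutral-control signal and 100% = twice that signal; values of inactives mirror those of a sister screen read the other way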
#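 Assay system: CHO ldlA[mSR-BI] cells, LDL receptor-null, SR-BI overexpressing; medium: Ham's F12 with 0.5% BSA, HEPES 25 mM, pH 7.4; also added: DiI-HDL 10 µg/mL; timing: 3 h uptake period with compound, 37 °C; signal: DiI fluorescence, bottom read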
# SR-BI HDL uptake: inhibitors of SR-BI mediated HDL lipid uptake, primary screen, ldlA[mSR-BI] cells, fluorescence, single point | ldlA[mSR-BI] CHO cells, DiI-HDL uptake fluorescence, 3 h | AID 488896, 2010 | 320,000 tested, 0.96% active | Scavenger receptor class B member 1 (Mus musculus), Q61009 | inhibition, % at 12.5 µM;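 active = mean replicate inhibition of at least 70% and a set share of replicates each scoring 70 or more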;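 note: 0% = median of neutral control wells and 100% = median of positive control wells; values of inactives mirror those of a sister screen read the other way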
# Keap1-Nrf2 PPI: Keap1-Nrf2 protein-protein interaction inhibitors, primary screen, biochemical, fluorescence polarization, single point; Kelch-like ECH-associated protein 1 (Homo sapiens), Q14145; Keap1 Kelch-Nrf2 peptide fluorescence polarization, 1536-well; inhibition, % at 9.4 µM; 340,000 tested, 0.15% active; in the data active = inhibition above about 12%;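 note: human Keap1 Kelch domain with fluorescein labeled Nrf2 9mer peptide probe; 0% = neutral control wells and 100% = peptide positive control; higher means more block of Keap1 binding to Nrf2 peptide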
# Target sequence (Q14145 whole entry, looked up, the tested form may be a part): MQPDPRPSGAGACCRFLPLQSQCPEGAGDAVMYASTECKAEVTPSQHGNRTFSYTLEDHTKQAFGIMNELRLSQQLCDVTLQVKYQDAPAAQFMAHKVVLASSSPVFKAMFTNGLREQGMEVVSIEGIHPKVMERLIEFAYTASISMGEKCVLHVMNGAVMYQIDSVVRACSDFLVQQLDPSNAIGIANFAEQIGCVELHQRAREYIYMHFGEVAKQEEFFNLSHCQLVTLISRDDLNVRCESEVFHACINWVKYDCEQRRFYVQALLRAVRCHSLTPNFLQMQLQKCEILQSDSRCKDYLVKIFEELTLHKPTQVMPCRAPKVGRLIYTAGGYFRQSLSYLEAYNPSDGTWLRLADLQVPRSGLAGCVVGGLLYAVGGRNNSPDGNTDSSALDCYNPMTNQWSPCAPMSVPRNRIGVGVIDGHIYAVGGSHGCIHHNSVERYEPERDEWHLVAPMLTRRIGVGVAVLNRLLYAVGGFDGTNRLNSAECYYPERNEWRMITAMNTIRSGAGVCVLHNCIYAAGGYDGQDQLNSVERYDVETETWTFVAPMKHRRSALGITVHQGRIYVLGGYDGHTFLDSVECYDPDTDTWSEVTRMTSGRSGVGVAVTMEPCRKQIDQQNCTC
# Cardiac RTF inh: cardiac RTF calcium sensitivity inhibitors, primary screen, biochemical, IANBD-TnC fluorescence, EC70 calcium; Troponin I, cardiac muscle (Homo sapiens) + Troponin T, cardiac muscle (Homo sapiens) + …; IANBD-labeled cardiac RTF, Ca2+ fluorescence; inhibition, % at 7.15 µM; 340,000 tested, 0.12% active; AID 493244, 2011;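 active = inhibition above the mean inhibition of all tested compounds plus 3 SD, cut at about 17% in these data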;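 note: assay run at fixed EC70 calcium of 1.6 mM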
# An asterisk follows results filed as active; x = no result given.
molecule,NSD2 HMT inh,DAGLB inhibitor,PKA-R2B act,PvdQ inh,Arrestin-AP2 inh,C-LANA FP,SR-BI uptake up,SR-BI HDL uptake,Keap1-Nrf2 PPI,Cardiac RTF inh
O=C(Cc1ccc(NC(=O)C2CCCN(C(=O)C3CCCC3)C2)cc1)Nc1ccc(C(=O)N2CCOCC2)cc1 (configuration not stated),x,-2,-3,4,27,-2.5,-43,43,-3,-3
O=C(NNc1cc(N2CCOCC2)nc(N2CCOCC2)n1)c1ccc([N+](=O)[O-])cc1,129*,-2,0,-1,8,0.4,3,-3,-16,-16
COc1ccc(SCCCn2c(=O)c3c(ncn3C)n(C)c2=O)cc1,-1,0,3,-3,-4,0.0,3,-3,-4,5
O=c1cc(-c2ccccc2)nc(Sc2ccc([N+](=O)[O-])cc2[N+](=O)[O-])[nH]1,3,-11,-7,5,39,1.3,0,0,3,0
CN(C)/C=C1\Oc2ccc3ccccc3c2C1=O,11,1,3,-11,13,1.8,11,-11,-5,-11
CCOC(=O)C1(CC2CCCCO2)CCN(Cc2c(C)cc(C)cc2-n2cccn2)CC1 (configuration not stated),-2,-3,-3,-8,-1,-1.8,x,x,-2,0
Cc1ccc(-c2cc(C(=O)O)n(-c3ccc(S(N)(=O)=O)cc3)n2)cc1,20,-2,4,-7,-5,-1.0,24,-24,3,-6
N#Cc1ccccc1-n1c(N)c(C(=O)N2CCCC2)sc1=S,9,0,3,-15,10,2.0,0,0,-3,-4
O=C(NC(=S)NCC1CCCO1)c1ccccc1[N+](=O)[O-] (configuration not stated),0,x,x,0,28,0.2,0,0,1,x
CCOc1ccc(CCNC(=O)COC(=O)Cc2ccc(F)cc2)cc1OCC,-1,-1,-16,5,5,2.8,-13,13,0,-8
CCc1ccccc1NC(=S)N(CCCN(C)C)Cc1cc2cc3c(cc2[nH]c1=O)OCO3,-1,-1,-4,-13,3,0.1,26,-26,-6,1
O=S(=O)(/N=C(/c1ccccc1)N1CCOCC1)c1ccc(F)cc1F,-4,0,5,-7,38,-3.0,3,-3,-1,-9
CCc1ccc(C(=O)c2cc3ccc(O)cc3oc2=O)cc1,30,1,10,-2,4,0.0,34,-34,-6,-7
COc1cc([N+](=O)[O-])cc(/C=N/NC(=O)c2cc(C)nc3ccccc23)c1O,-2,8,-2,-3,2,4.4,-14,14,-3,-18
COc1ccc(NC2=Nc3cccc4cccc2c34)cc1,6,5,-5,-8,-3,-2.0,9,-9,-5,1
COc1cc2[nH]c(=S)n(Cc3cccs3)c(=O)c2cc1OC,1,-2,-18,-14,4,4.6,-20,20,-4,-3
CN(CCCN1CCOCC1)C(=O)c1cc(COc2ccc(F)cc2F)on1,-3,1,-2,-11,-7,-1.5,-13,13,-4,-8
CCN(CC)CCOC(=O)c1ccc(NC(=O)CCCN2C(=O)/C(=C/c3cccs3)SC2=S)cc1,14,0,6,13,9,-0.6,-7,7,-6,-4
O=C(CNC(=O)c1ccccc1F)OCC(=O)N1CCCCC1,1,0,8,-5,7,1.0,19,-19,-2,6
COc1ccc(C(=O)NC2CCN(C(=O)Nc3ccc(F)cc3)CC2)cc1,1,3,7,-6,-3,-0.7,x,x,-1,-9
CC(C)NS(=O)(=O)c1ccc(OCC(=O)NCc2ccccc2)cc1,0,1,12,1,8,-0.1,-28,28,4,-5
Cc1c(C=O)c2ccccn2c1C(=O)c1cccs1,-1,-1,-12,5,-4,13,10,-10,4,-6
C[C@@]12C(=O)N(c3cccc(Br)c3)C(=O)N1[C@H](c1ccc(Cl)cc1)[C@@H]1C(=O)N(C3CCCCC3)C(=O)[C@@H]12,x,-1,-22,-10,-2,1.7,20,-20,-1,-7
COc1ccc(N2CCN(C(=O)COc3ccc(S(=O)(=O)N4CCOCC4)cc3C)CC2)cc1,7,1,-4,-15,-6,1.2,x,x,1,-27
O=C(CN1C(=O)c2ccccc2C1=O)OCC(=O)N1CCc2ccccc2C1,-1,-1,3,-3,5,-0.6,12,-12,-3,-1
CCOC(=O)c1sc(Nc2ccc(Br)cc2)nc1C,0,-9,-10,-8,-12,2.6,-34,34,-5,3
O=C(c1ccccc1)N1CCSC1=S,-2,0,5,-6,18,-0.3,35,-35,-4,-1
Cn1c(SCC(=O)c2ccccc2)nnc1-c1ccc(O)cc1,1,0,-14,-8,2,-1.0,10,-10,-2,-5
O=C(N[C@@H](Cc1ccc(Br)cc1)C(=O)O)OCC1c2ccccc2-c2ccccc21,x,13,2,4,-4,2.6,17,-17,1,-6
CC(C)CNC(=S)NC(=O)c1ccc([N+](=O)[O-])cc1,22,-5,-3,-7,-3,-4.6,7,-7,-8,-3
C=CCC1CCCC(=O)N2CC[C@H](O)C12 (some centres not stated),x,3,-9,-2,-4,-0.1,33,-33,-4,6
CCOC(=O)c1c(NS(=O)(=O)c2cccc(OC)c2)sc2c1CCC2,38,7,-1,-16,10,-0.3,25,-25,-8,-5
COc1ccc(N(CC(=O)NCCSCc2ccccc2Cl)S(C)(=O)=O)cc1Cl,-1,-2,10,-10,4,0.8,1,-1,3,-4
COc1ccc2nc(NC(=O)C(NS(=O)(=O)c3cccs3)C(C)C)sc2c1 (configuration not stated),3,6,2,-11,2,-0.2,-18,18,2,-2
COc1ccc(S(=O)(=O)N(CC(=O)N2CCN(C)CC2)c2ccccc2)cc1OC,-1,1,-10,-5,12,1.4,20,-20,4,-10
COc1ccc(S(=O)(=O)N2CCN(C(=O)c3cc(C)nc4ccccc34)CC2)cc1OC,0,-3,-6,-8,-10,0.0,13,-13,4,-5
CCCCCC1CC(CC(=O)NC(=S)Nc2ccccc2Cl)C(=O)O1 (configuration not stated),-5,1,1,3,23,-0.9,6,-6,1,0
Cc1nc(N)ncc1C(=O)Nc1ccccc1,-3,-6,-7,-15,-22,2.3,1,-1,-6,-5
O=C1c2ccccc2C(=O)N1CCCCN(C(=O)c1cc2ccccc2oc1=O)c1ccc(F)cc1F,0,-4,-1,-8,3,-0.6,16,-16,-4,-3
O=C(CCl)NN1C(=O)NC(c2ccccc2)(c2ccccc2)C1=O,1,1,-15,-6,0,-0.2,21,-21,-1,1
N#CCCN(C(=O)COC(=O)c1ccc2c(=O)n3c(nc2c1)CCC3)c1ccc(F)cc1,2,5,0,-2,-10,-1.8,17,-17,-6,7
C/C(=N\NC(=O)CC#N)c1ccc(Oc2ccccc2)cc1,0,-2,-16,4,7,-1.5,-8,8,-4,2
CC(=O)c1cccc(NC(=O)C(=O)c2cn(CC(=O)N3CCCCC3)c3ccccc23)c1,1,-4,0,2,1,2.2,-58,58,-6,1
CC1CCN(C(=O)/C=C/c2ccc(C(C)(C)C)cc2)CC1,0,-12,5,-18,-3,0.5,-13,13,-5,-2
O=C(Nc1ccc2c(c1)C(=O)c1ccccc1-2)c1ccccc1,1,1,-3,-15,1,-0.5,-24,24,-1,-1
O=S(=O)(c1ccccc1)c1nc(-c2ccccc2)oc1N1CCCCC1,1,-3,-10,1,2,0.4,-26,26,-10,-4
CS(=O)(=O)c1ccc(Cl)c(NC(=O)c2cccc(-n3cnnn3)c2)c1,-1,3,-4,-4,-10,-1.4,-8,8,1,-7
CC(C)(C)c1nn2cnnc2n(/N=C/c2cccc3ccccc23)c1=O,1,-2,-1,15,-2,-0.8,1,-1,-1,-3
CCCCCCSc1nnc(-c2cnn(-c3ccccc3)c2-n2cccc2)n1C,0,-8,6,-9,-6,1.3,-21,21,-1,1
O=C(CC(C(=O)O)C1CCCO1)NCCc1ccc2c(c1)OCO2 (configuration not stated),1,1,9,-2,5,-0.1,-6,6,-1,-10
CC12CCC(=O)N1C(C(=O)NNC(=O)c1ccccc1)CS2 (configuration not stated),0,-1,2,-16,-6,1.7,36,-36,-5,1
O=C(Nc1nc(-c2cc(F)ccc2F)cs1)c1ccccn1,15,-18,-12,-12,4,-0.9,21,-21,-7,-14
Cc1occc1-c1nnc(SCC(=O)Nc2nc(-c3ccccc3)cs2)o1,2,-2,0,-15,-7,0.3,17,-17,-3,-8
c1ccc(CCNc2nc(-c3ccccn3)cs2)cc1,1,0,1,-11,x,2.0,-5,5,2,-9
CCn1cc(C2=NOC(C(=O)O)C2)c(C)n1 (configuration not stated),5,4,-3,-8,8,-2.1,-8,8,2,-11
CN(C)CC/C=C1\c2cc(Cl)ccc2Sc2cc(F)c(F)cc21,35,0,2,7,-30,0.4,-8,8,1,-1
CC(OC(=O)/C=C/c1ccccc1)C(=O)Nc1ccc(C(N)=O)cc1 (configuration not stated),-2,0,3,-4,17,2.4,-1,1,-2,-3
Cc1ccc(S(=O)(=O)c2nc(-c3ccco3)oc2SCC(=O)NCC2CCCO2)cc1 (configuration not stated),4,0,5,-13,7,0.0,18,-18,-13,-9
Cc1nc(CS(=O)(=O)c2ccccn2)sc1C(=O)NNC(=O)c1ccc(Cl)cc1,-2,1,-12,-3,-9,-1.5,18,-18,-7,-2
CN(c1ccccc1)S(=O)(=O)c1ccc(Cl)c(C(=O)OCC(N)=O)c1,-5,-1,8,-12,-12,-2.2,23,-23,-2,2

# Some values from the results shown.
# SR-BI uptake up, O=C(CC(C(=O)O)C1CCCO1)NCCc1ccc2c(c1)OCO2 (configuration not stated) reads -6
# Arrestin-AP2 inh, O=C(Nc1ccc2c(c1)C(=O)c1ccccc1-2)c1ccccc1 reads 1

# High-throughput results (PubChem BioAssay)
